Screening results deposited in PubChem by several laboratories.
dFosB activator: activators of delta FosB homodimer, primary screen, biochemical, fluorescence polarization, TAMRA-CDK5 oligo, single point; purified delta FosB; percent of positive-control signal above neutral wells; activation, % at 25 µM; 340,000 compounds, 0.99% hits; AID 493131, 2011;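 active = mean activation above about 17%, with every replicate also reaching it, limit read from the data, passing the limit was not always enough; inconclusive = only one of the two conditions met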;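 also: fluorescence polarization rise as delta FosB binds a TAMRA Cdk5 AP-1 oligo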
Target sequence (P13346 whole entry, looked up): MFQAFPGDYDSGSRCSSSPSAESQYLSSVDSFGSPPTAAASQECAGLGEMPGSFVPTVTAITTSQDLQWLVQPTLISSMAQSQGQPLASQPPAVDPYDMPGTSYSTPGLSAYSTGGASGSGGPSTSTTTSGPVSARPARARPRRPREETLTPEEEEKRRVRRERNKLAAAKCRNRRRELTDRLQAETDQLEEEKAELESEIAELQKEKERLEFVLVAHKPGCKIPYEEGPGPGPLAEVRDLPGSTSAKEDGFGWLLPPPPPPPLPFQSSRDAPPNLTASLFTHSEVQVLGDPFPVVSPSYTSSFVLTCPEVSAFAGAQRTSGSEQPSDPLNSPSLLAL
NSD2 inh: NSD2 histone methyltransferase inhibitors, primary screen, biochemical, AlphaScreen, single concentration, set 2. Histone-lysine N-methyltransferase NSD2 (Homo sapiens), O96028. NSD2 peptide methylation, 120 min. inhibition, % at 12.5 µM. 310,000 compounds, 0.54% hits; in the data active = inhibition above about 50%
MITF TRPM1 HTS: activators of MITF-driven TRPM1 promoter reporter, primary screen, cell-based, SK-MEL-5, luciferase, single point | SK-MEL-5 TRPM1-promoter luciferase, 24 h; % of positive control, neutral wells = 0 | activation, % at 12.5 µM | 300,000 compounds, 0.75% hits;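 active = mean activation of at least 80% with every replicate also reaching 80%; inconclusive = mean reaches 80% but some replicate falls short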;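 also: 0% = neutral control wells and 100% = parthenolide positive control wells; values of inactives mirror those of a sister screen read the other way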
SUMO Mot1 rescue: yeast Mot1-301 growth rescue at high temperature, primary screen, SUMOylation pathway inhibitor project, S. cerevisiae, ATP luminescence, 38.5C; S. cerevisiae Mot1-301 growth rescue; percent above DMSO median, 100 means doubled; growth rescue, % at 18.8 µM; 320,000 compounds, 1% hits; AID 2716, 2010;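 active = every valid replicate shows activation above 250% relative to neutral control wells; inactive = the rest, any valid replicate at or below 250%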;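 also: OY570 slx delta 5 strain wells were the positive control but not used for scaling; some compounds called inactive have numbers as strong as hits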
DSG3 Ab inh: inhibitors of pemphigus antibody binding to DSG3, primary screen, biochemical, bead-based, flow cytometry, scFv-GFP. binding (percent of control), % at 10 µM. Desmoglein-3 (Homo sapiens), P32926. AID 588358, 2011. 310,000 compounds, 0.48% hits. DSG3-coupled beads, scFv-anti-DSG3-GFP binding; active compounds read low;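 active = binding more than 3 SD below its plate's average and above zero; inconclusive = below that plate limit but binding exactly zero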;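 also: hits lower antibody fragment binding to DSG3; some compounds called inactive have numbers as strong as hits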
PKA-R2B act: activators of PKA-R2B holoenzyme, primary screen, biochemical, fluorescence polarization, Cy5-IP20, human | cAMP-dependent protein kinase catalytic subunit beta (Homo sapiens) + cAMP-dependent … | PKA-R2B holoenzyme dissociation; R2B truncated from residue 108, S112A mutant; 0% DMSO only, 100% 113 µM cGMP | activation, % at 11.4 µM | 340,000 compounds, 0.079% hits | AID 504700, 2011;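 active = activation above a cutoff set at the mean over all compounds plus 3 SD, cut at about 18% in these data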;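 also: higher means more holoenzyme dissociation and a rise in polarization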
SR-BI DiI inh: inhibitors of SR-BI mediated HDL lipid uptake, primary screen, ldlA[mSR-BI] cells, fluorescence, single point; AID 488896, 2010; inhibition, % at 12.5 µM; Scavenger receptor class B member 1 (Mus musculus), Q61009; 320,000 compounds, 0.96% hits; ldlA[mSR-BI] CHO cells, DiI-HDL uptake fluorescence, 3 h;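 active = mean replicate inhibition of at least 70% and a set share of replicates each scoring 70 or more; inconclusive = meets just one of the two criteria; inactive = fails both criteria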;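 also: 0% = median of neutral control wells and 100% = median of positive control wells; values of inactives mirror those of a sister screen read the other way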
Target sequence (Q61009 whole entry, looked up): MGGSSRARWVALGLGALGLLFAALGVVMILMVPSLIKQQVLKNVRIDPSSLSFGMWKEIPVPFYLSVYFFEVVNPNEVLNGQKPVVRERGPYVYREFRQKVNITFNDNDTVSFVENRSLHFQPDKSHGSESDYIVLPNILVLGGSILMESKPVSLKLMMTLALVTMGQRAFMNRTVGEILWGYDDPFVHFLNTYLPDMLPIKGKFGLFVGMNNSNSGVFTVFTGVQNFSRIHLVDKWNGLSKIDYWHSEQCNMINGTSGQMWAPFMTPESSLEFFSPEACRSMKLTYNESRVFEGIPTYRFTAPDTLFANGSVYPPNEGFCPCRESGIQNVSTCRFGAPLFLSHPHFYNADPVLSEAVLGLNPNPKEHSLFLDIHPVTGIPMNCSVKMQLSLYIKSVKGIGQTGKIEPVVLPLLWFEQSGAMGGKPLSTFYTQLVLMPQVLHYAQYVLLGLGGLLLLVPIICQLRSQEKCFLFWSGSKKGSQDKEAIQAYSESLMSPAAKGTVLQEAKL
CDK5 p35 inh: inhibitors of human CDK5/p35 kinase, primary screen, biochemical, single concentration. inhibition, % at 10 µM. Cyclin-dependent kinase 5 (Homo sapiens) + Cyclin-dependent kinase 5 activator 1 (Homo …. Recombinant CDK5/p35, ADP-Glo luminescence, 60 min. 330,000 compounds, 0.01% hits. AID 488839, 2010;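 active = highest replicate inhibition of at least 50% and at least 75% of replicates reaching 50%; inconclusive = only one of the two criteria met; inactive = both criteria failed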;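 also: plate controls were DMSO neutral control for no effect and GW8510 at 10 µM for full effect; many of its hits are not listed in these tables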
PKA-R1A activ: activators of PKA-R1A holoenzyme, primary screen, biochemical, fluorescence polarization, Cy5-IP20, bovine R1A, mouse PKAc | cAMP-dependent protein kinase type I-alpha regulatory subunit (Bos taurus) + … | PKA-R1A dissociation; scaled: DMSO 0%, 113 µM cGMP 100% | activation, % at 11.4 µM | 340,000 compounds, 0.083% hits;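 active = percent activation above the mean of all tested compounds plus 3 SD, cut at about 19% in these data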;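 also: higher means more PKAc released from R1A so a rise in polarization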
SR-BI DiI-HDL act: activators of SR-BI mediated DiI-HDL uptake, primary screen, ldlA[mSR-BI] CHO cells, DiI fluorescence; 3 h; 100 = double the neutral-control signal; activation, % at 12.5 µM; 320,000 compounds, 0.096% hits;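 active = mean replicate activation of at least 60% and every replicate at or above 60%; inconclusive = mean or all-replicate condition met, but not both; inactive = mean below 60% and not all replicates reaching 60%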;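 also: 0% = median plate neutral-control signal and 100% = twice that signal; values of inactives mirror those of a sister screen read the other way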
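Material: SR-BI-overexpressing, LDLR-lacking CHO cells; schedule: compound exposure 3 h, 37 °C; reagent: DiI-labelled HDL at 10 µg/mL final; technique: bottom-read fluorescence, 550/595 nm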
Arr AP2 block: inhibitors of beta-arrestin/AP2 binding, primary screen, biochemical, GPCR trafficking, flow cytometry; beta-arrestin 1 C-terminal peptide binding to AP2 beta2-adaptin appendage (human); 340,000 compounds, 0.31% hits; FITC-arrestin peptide / GST-AP2 beads; AP2 beta2 appendage carries R879A mutation; AID 504490, 2011; inhibition, % at 10 µM;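 active = inhibition above a set limit, near 3 SD of compounds lacking own fluorescence, cut at about 54% in these data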;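 also: plate controls were DMSO wells for no effect and 5 µM unlabelled arrestin peptide for full effect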
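Measured by: flow cytometry, FL1 (488/535 nm); Material: AP2 appendage R879A on GSH beads; Evaluation: percent response; Timing: pre-incubation 12 min, peptide binding 1 h, room temperature; Also added: 50 nM FITC-arrestin peptide; Medium: PBS with 0.05% Tween 20 and 0.1% BSA.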
* = called active by the depositor; ? = inconclusive; · = no result given; & = joins results of further samples.

dFosB activator	NSD2 inh	MITF TRPM1 HTS	SUMO Mot1 rescue	DSG3 Ab inh	PKA-R2B act	SR-BI DiI inh	CDK5 p35 inh	PKA-R1A activ	SR-BI DiI-HDL act	Arr AP2 block	compound
-5	-8	-1	-13	·	-9	-24	-0.8	-4	24	-11	Cc1nnc(SCC(=O)N2CCCC(N3CCN(c4ccc(F)cc4)CC3)C2)o1 (stereo not drawn)
-4	0	-6	14	100	-3	-29	1.3	4	29	-10	Cc1ccc(-c2ccc(C(=O)O)o2)cc1Cl
-1	-5	0	15	102	-6	-12	-0.6	-8	12	22	Cc1cc(C)nc(SCCn2c(N3CCOCC3)nc3c2c(=O)[nH]c(=O)n3C)n1
-6	-4	-10	-19	120	6	39	-2.3	-4	-39	3	N#Cc1ccc(Oc2nc(C(N)=O)cc(-c3ccccc3)n2)cc1
-11	-3	14	1	98	-20	-5	1.0	-14	5	-21	Cc1ccc(NC(=O)C(C)OC(=O)COc2cccc(C(F)(F)F)c2)cc1 (stereo not drawn)
5	·	0	0	105	0	4	1.4	7	-4	-3	CSc1ccccc1C(=O)NC(C)c1ccc(-n2ccnc2)cc1 (stereo not drawn)
2	-1	·	8	95	2	-9	1.1	-7	18	19	COc1cccc(N2CC34C=CC(O3)C(C(=O)O)C4C2=O)c1 (stereo not drawn)
-13	-2	·	-10	109	2	·	0.1	2	·	20	COc1ccc(N(CC(=O)NC2CCCC2)C(=O)Cn2nnc(-c3ccc(OC)c(OC)c3)n2)c(OC)c1
-8	9	-4	-16	88	-2	28	-1.6	2	-28	-2	COc1ccc(NC(C)C(=O)Nc2cc(C(F)(F)F)ccc2N2CCOCC2)c(OC)c1 (stereo not drawn)
-7	-1	17	62	102	-4	1	·	-2	-1	10	C/C(=N\NC(=O)C(=O)Nc1ccc(C)c(Cl)c1)c1ccncc1
2	·	2	36	101	-9	-2	0.0	-4	2	-10	COc1ccc([C@H]2CC(=O)C=C(c3ccc4c(c3)OCO4)C2)cc1
-1	1	5	12	107	-3	49	-3.4	-1	-49	-6	Cc1sc2ncnc(N3CCC(C(=O)Nc4ccc(Cl)cc4Cl)CC3)c2c1C
-3	-4	-5	-14	95	3	-5	1.0	-8	5	5	CC(=O)/C(=N\Nc1cccc(Cl)c1)Sc1cccc2cccnc12
-56	-2	10	-20	95	-4	-7	0.4	-1	7	-8	CCOc1ccc(OCC)c(NC(=O)CCS(=O)(=O)c2ccc(C)cc2)c1
-2	13	-3	-5	110	-9	8	1.1	-5	-8	-9	COc1ccc(NC(=S)NC2CCCC2)c(OC)c1
-3	-2	·	-3	97	9	-2	-0.2	-2	2	32	C/C(=N\NC(=O)c1cccc([N+](=O)[O-])c1)c1ccco1
-27	14	1	4	98	1	35	0.6	-1	-35	-7	CCOC(=O)c1c(NC(=O)c2cccs2)sc(C(=O)N(C)C)c1C
-4	2	-10	-12	101	-10	-8	-1.9	-7	8	7	Cc1ccc(C(=O)Nc2cccc([N+](=O)[O-])c2)cc1S(=O)(=O)Nc1cccc(C(=O)O)c1
-6	10	3	0	104	9	-12	-0.1	6	12	-1	Cc1ccsc1C(=O)NNC(=S)NCC(C)C
-4	-3	1	-14	100	-6	3	0.0	-6	-3	-3	COc1ccc2cc(Br)ccc2c1CC(=O)N(C)C
-1	-4	-7	8	103	-4	6	-1.1	2	-6	10	CCC(Sc1ncccc1C(=O)Oc1cccc([N+](=O)[O-])c1)C(=O)Nc1ccccc1OC (stereo not drawn)
-18	-1	2	49	·	2	2	-1.0	3	-2	-5	CSCCOC(=O)COc1ccc(/C=N/NC(=O)c2nn(C)cc2Cl)cc1
2	-6	65	-10	106	-13	5	-1.3	4	-5	6	O=C(NCCC1=CCCCC1)c1cnccn1
-14	-3	28	23	93	0	44	-0.6	-7	-44	1	Cc1ccc(Nc2nnc(-c3ccc4c(c3)OCO4)o2)c(C)c1
-5	-1	17	-10	104	-5	-13	-1.3	-12	13	4	CCOC(=O)C1(Cc2ccccc2)CCCN(CCO)C1 (stereo not drawn)
-6	16	-4	10	·	6	-5	-2.9	6	5	3	COc1ccc(Br)c(C(=O)OCC(=O)NC2CCCCCC2)c1
3	·	1	-7	101	-8	-11	1.6	7	11	-1	Clc1ccc(C2[C@H]3CN(CC4CCCCC4)[C@H](c4ccccc4)C34CC2(c2cccnc2)C4)cn1 (stereo partly drawn)
0	-4	16	122	118	-2	·	1.7	-7	·	12	CC(NC(=O)c1ccc2c(c1)OCO2)c1ccccc1 (stereo not drawn)
-7	0	0	3	106	-7	7	0.0	13	-7	3	CC(C)Cn1c(-c2nn(C)cc2Cl)n[nH]c1=S
13	-2	-1	-15	109	-3	9	-1.1	-1	-9	-7	O=C1Nc2ccccc2C12OCC1(CO2)COC2(OC1)C(=O)Nc1ccccc12 (stereo not drawn)
-3	·	-12	-2	96	-16	-4	1.1	3	4	0	COC(=O)c1ccc(C(NC(=O)OCc2ccccc2)/C(F)=C/[C@@H](C)C(=O)O)cc1 (stereo partly drawn)
-2	4	-3	173	81	-5	-8	1.8	-6	8	11	NNc1nc(N)c2c(n1)-c1ccccc1CC21CCCC1
-8	20	10	512*	·	13	-19	2.4	12	19	13	CCN(CC)C1CCN(C(=O)c2cc(COc3ccc(-n4cncn4)cc3)on2)C1 (stereo not drawn)
-1	0	-4	·	96	-23	-2	-2.0	-10	2	1	CC(Sc1nc(C(C)(C)C)cc(-c2ccccc2)c1C#N)C(=O)Nc1ccccc1 (stereo not drawn)
-5	-1	-1	0	110	4	-2	-0.7	-11	2	0	O=c1c2ccccc2nc(-c2ccccc2)n1CCN1CCOCC1
-3	-3	2	2	·	1	1	-1.2	1	-1	1	Cc1nnc(SC(C)C(=O)Nc2ccc(Cl)cc2Cl)[nH]c1=O (stereo not drawn)
-5	-12	27	-3	110	-8	9	-1.6	-7	-9	0	O=c1sc2ccccc2n1COc1ccc(Cl)cc1
-1	13	-9	27	120	4	7	0.5	-19	-7	1	N#Cc1ccc(S(=O)(=O)NC2CCN(Cc3ccccc3)CC2)cc1
-22	0	0	-7	·	-3	·	1.5	0	·	2	Cc1c(CC(=O)NCC(=O)O)c(=O)oc2cc3occ(-c4ccccc4)c3cc12
0	-3	1	12	97	5	-9	0.9	4	9	3	CCOC(=O)CCCNC(=O)COC(=O)c1cc(Br)c(Br)s1
-13	-1	0	15	101	6	-27	·	1	27	4	COc1ccc(CN2CC(C(=O)NCCCN3CCN(Cc4ccccc4)CC3)CC2=O)cc1 (stereo not drawn)
2	-3	0	0	104	-10	14	0.1	-9	-14	54	CCOC(=O)C(=CNc1ccc(C#N)cc1)C(=O)OCC
5	0	2	1	94	5	-12	-0.3	-3	12	2	O=C(COC(=O)Cn1cnc2ccccc21)NCCc1ccccc1
-6	0	3	-9	105	-8	-15	1.1	-10	15	20	CCC(=O)Nc1ccc2c(c1)nc(CN1CCCCC1)n2C
1	-1	-12	·	90	-15	-10	-0.8	-10	10	-14	C=C(C)CNC(=S)N1CCN(C(c2ccccc2)c2ccccc2)CC1
5	2	35	-12	103	10	18	-0.9	-1	-18	4	Cc1cc(C)nc(N/N=C/c2sccc2C)n1
3	2	25	2	101	0	-14	0.2	-1	14	2	NC(=O)c1ccccc1N=Cc1ccc2ccccc2c1
-11	·	19	-14	112	3	-7	-0.7	-8	7	3	O=C(NCCCn1ccnc1)c1cn(-c2ccccc2)nc1-c1ccccc1
6	-2	·	-10	115	-2	-7	1.0	0	7	-8	O=C(Nc1ccc(S(=O)(=O)N2CCOCC2)cc1)c1ccccc1Br
-1	-1	·	-9	98	-6	-17	3.1	-5	17	43	COc1ccc(-c2nn3cnnc3s2)cc1OC

(list continues)
dFosB activator	NSD2 inh	MITF TRPM1 HTS	SUMO Mot1 rescue	DSG3 Ab inh	PKA-R2B act	SR-BI DiI inh	CDK5 p35 inh	PKA-R1A activ	SR-BI DiI-HDL act	Arr AP2 block	compound
-8	5	14	7	106	6	13	-3.7	-3	-13	7	COC(=O)c1cc(C(=O)OC)n(Cc2ccc(C)cc2)c1C
-2&-14	-1	2&-10	-10	90	3&-15	-10	0.2&-0.4	5&-8	10	8&-1	C=CCOC(=O)C1=C(C)NC(SCC(=O)N(CC)CC)=C(C#N)C1c1ccco1 (stereo not drawn)
-6	-2	23	120	101	2	14	1.5	-1	-14	39	Cc1cc(C)nc(N/N=C/c2ccc3c(c2)OCCO3)n1
?	-1	68	·	90	-8	6	-0.6	1	-6	7	N#C/C(=C/c1ccc(OC(=O)c2ccc(Br)s2)cc1)c1nc2ccccc2[nH]1
-6	-2	17	-5	92	-7	-4	0.6	7	4	7	Cc1ccccc1N(C(=O)CNC(=O)c1cccs1)C(C(=O)NC1CCCC1)c1ccncc1 (stereo not drawn)
2	-3	5	8	·	-6	·	0.1	-18	·	-2	COC(=O)Cc1c(C)nc2nc(Cc3ccccc3)[nH]n2c1=O

This is a random part of the collection. Share with any hit: about 4.7%.
